Source: PubChem BioAssay
HEK293 cAMP ctrl: raises cAMP in parental HEK293 cells, TSHR agonist counter-screen; parental HEK293 CNG cAMP sensor, membrane potential fluorescence; Potency, µM (series often up to 57.1 µM), for the others: top-dose activation, most hits filed as activators; 2.5% of 73,000 active; note: potency is the fitted concentration of half-maximal effect; % of control where 0% means no effect; nearly all actives have a fitted effect of over 55% in size
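Parental HEK 293 cells stably expressing a cAMP-gated CNG channel were loaded with membrane potential dye containing 100 uM RO 20-1724 for 60 min. Compound added for 30 min; depolarization read as fluorescence intensity at 590 nm.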
Luciferase inh: firefly luciferase inhibition. 2.2% of 72,000 active. Potency, µM (series often up to 57.1 µM), inactives show at the highest dose activity change, negative = inhibition, usual class: inhibitors. AID 411. purified firefly luciferase, luminescence, 8 min. P08659; note: potency is the fitted concentration of half-maximal effect; % is set by controls: 0 for no effect and ±100 for the full control effect; nearly all actives have a fitted effect of over 40% in size
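Luminescence read-out after 8 min at room temperature; enzyme reaction used luciferin plus 10 uM ATP (linear range) in imidazole buffer pH 7.2 with KCl, MgCl2, Tween 20 and BSA. Each sample was run as a titration.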
USP2a inh: USP2a (human) protease inhibition. 0.1% of 60,000 active. USP2a enzymatic assay, qHTS inhibition. Potency, µM (series often up to 38.3 µM), for the others: top-dose activity change, negative = inhibition, usual class: inhibitors. O75604;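 note: potency is the fitted concentration of half-maximal effect; nearly all actives have a fitted effect of over 60% in size; plate controls were DMSO for no effect and NEM full inhibition control for full effect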
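Coupled readout: USP2-cleaved Ub-PLA2 (20nM final) turns over NBD C6-HPC (20uM final), Ex 460nm/Em 535nm after 2.5 h, time-zero read flagging artifacts. Enzyme (20nM final, pH 8.0 Tris) given 30 min RT with compound first; NEM defines full inhibition.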
Casp7 inh: allosteric or competitive inhibitors of human caspase-7 | P55210 | recombinant caspase-7, Ac-DEVD-AFC fluorescence rate | Potency, µM (series often up to 57.5 µM), inactives show at the top dose activity change, negative = inhibition, most hits filed as inhibitors | 0.02% of 75,000 active; active = well fitted inhibition curve with a large enough effect in the main read-out, with a control signal flat, not every such curve was filed as active; inconclusive = small, poorly fitted or top-dose-only effect, or a change in a side signal; note: potency is the fitted concentration of half-maximal effect; % of control where 0% means no effect
Target sequence (P55210 24-198 limits assumed): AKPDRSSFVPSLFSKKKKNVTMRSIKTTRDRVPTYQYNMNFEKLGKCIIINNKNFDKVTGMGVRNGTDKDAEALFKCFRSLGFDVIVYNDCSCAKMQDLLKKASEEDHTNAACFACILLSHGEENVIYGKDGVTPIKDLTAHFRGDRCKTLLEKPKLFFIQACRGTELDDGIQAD
Target sequence (P55210 207-303 limits assumed): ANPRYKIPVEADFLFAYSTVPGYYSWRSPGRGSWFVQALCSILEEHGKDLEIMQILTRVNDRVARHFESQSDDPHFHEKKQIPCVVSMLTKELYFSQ
CRE Fsk mod: alters forskolin-stimulated CRE reporter signaling in CHO cells. Potency, µM (highest dose often 38.2 µM), for the others: at the highest dose activity change, negative = inhibition, actives largely listed as activators. CHO CRE-bla reporter (cAMP response element driving beta-lactamase), forskolin EC10, beta-lactamase ratio. 2.5% of 71,000 active; active = well fitted activation curve with a large enough effect in the signal ratio, with a control signal flat, not every such curve was filed as active; inconclusive = small, poorly fitted or top-dose-only effect, or effect the other way, or a change in a side signal; the % refers to the signal ratio; note: potency is the fitted concentration of half-maximal effect; % of control where 0% means no effect
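AC50 values, positive or negative, reflect shifts in EC10 NKH 477-induced CRE-bla reporter activity in CHO cells. Incubation lasted 3 h at 37 °C before CCF4 substrate (2 h, room temperature) and ratiometric 460/530 nm reading.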
ERK AVP block: inhibitors of vasopressin-stimulated ERK signaling pathway | Potency, µM (series often up to 57.5 µM), for inactives: at the highest dose activity, negative = inhibition, usual class: inhibitors | HEK293-V1b, vasopressin-stimulated pERK AlphaScreen | AID 995 | 0.99% of 72,000 active; note: potency is the fitted concentration of half-maximal effect; % is set by controls: 0 for no effect and ±100 for the full control effect; nearly all actives have a fitted effect of over 55% in size
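Phosphorylated ERK1/2 detected via AlphaScreen bead proximity in lysates of V1b-expressing HEK293 cells given 25 nM vasopressin for 5 min after 30 min compound exposure (37 °C). AC50 from Hill equation; basal DMSO 0%, vasopressin 100%.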
BRCT inh red: BRCT-phosphoprotein interaction inhibition (red fluorophore); 0.03% of 75,000 active; Potency, µM (series often up to 76.9 µM), for the others: at the highest dose activity change, negative = inhibition, actives largely listed as inhibitors; P38398; BRCT-phosphopeptide binding, red fluorescence polarization; AID 892; note: % is set by controls: 0 for no effect and ±100 for the full control effect
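Fluorescence polarization: 100 nM His-tagged BRCA1 BRCT with 100 nM TAMRA-labelled phospho-BACH1 decapeptide, phosphate buffer pH 7.3 with 150 mM NaCl, DTT, 0.01% Tween 20; 12 min RT. Binding inhibition seen as FP decrease.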
Tau filament bind: tau filament binding | P10636 | recombinant tau filaments, thioflavin S fluorescence, 15 h; filaments grown with octadecylsulfate alongside compound | Potency, µM (top dose mostly 57.1 µM), without a hit: top-dose activity change, negative = inhibition | 2% of 71,000 active;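 note: potency is the fitted concentration of half-maximal effect; % is set by controls: 0 for no effect and ±100 for the full control effect; actives lower thioflavin S fluorescence by blocking filaments or displacing dye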
Target sequence (P10636 whole entry, looked up): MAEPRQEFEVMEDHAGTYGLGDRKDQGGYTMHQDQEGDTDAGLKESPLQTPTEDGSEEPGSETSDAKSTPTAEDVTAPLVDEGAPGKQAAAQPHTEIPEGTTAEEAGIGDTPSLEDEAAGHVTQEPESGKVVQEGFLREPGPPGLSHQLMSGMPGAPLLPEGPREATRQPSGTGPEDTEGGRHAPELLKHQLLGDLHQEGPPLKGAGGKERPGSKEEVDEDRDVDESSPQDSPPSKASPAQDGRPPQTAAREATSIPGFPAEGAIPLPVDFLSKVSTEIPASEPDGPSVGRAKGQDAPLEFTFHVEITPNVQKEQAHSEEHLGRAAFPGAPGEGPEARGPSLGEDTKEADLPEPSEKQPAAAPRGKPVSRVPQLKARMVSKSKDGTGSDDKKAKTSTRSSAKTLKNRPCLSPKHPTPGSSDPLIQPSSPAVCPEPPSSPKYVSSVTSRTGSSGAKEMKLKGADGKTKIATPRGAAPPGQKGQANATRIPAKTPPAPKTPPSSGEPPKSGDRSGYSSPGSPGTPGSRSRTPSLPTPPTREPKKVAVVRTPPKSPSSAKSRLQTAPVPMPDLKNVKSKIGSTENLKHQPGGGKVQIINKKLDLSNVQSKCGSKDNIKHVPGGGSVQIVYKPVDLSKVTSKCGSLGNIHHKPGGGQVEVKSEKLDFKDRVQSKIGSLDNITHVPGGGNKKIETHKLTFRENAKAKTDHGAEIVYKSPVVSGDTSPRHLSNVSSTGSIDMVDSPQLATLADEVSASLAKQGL
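Tau 2 uM in ThS buffer dispensed; compound added; 60 uM ODS added (finals 1 uM tau, 30 uM ODS); 15 h 37 C; fluor ex450/em510.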
A350 fluor: compounds fluorescent in Alexa 350 spectral region | AID 590 | Compound autofluorescence, 340/450 nm, Alexa 350 dye-equivalents; stronger effect = higher value | max dye-equivalent concentration, M | 11% of 59,000 active; in the data active = max dye-equivalent concentration above about 10 nM; inconclusive = mostly about 1.1 nM to 9.6 nM
BRCT inh green: BRCA1 BRCT-phosphoprotein interaction inhibition. BRCA1 BRCT-phosphopeptide binding, green fluorescence polarization. 0.05% of 75,000 active. Potency, µM (doses to about 76.9 µM), without a hit: at the top dose activity change, negative = inhibition, most hits filed as inhibitors. AID 875;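 note: potency is the fitted concentration of half-maximal effect; plate controls were peptide without protein for full effect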
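Compounds were incubated for 12 min at room temperature with a complex of 100 nM fluorescein-tagged pBACH1 decapeptide and 250 nM His-tagged BRCT protein. Buffer was phosphate pH 7.3 with EDTA, DTT and Tween 20. Disruption of binding lowers the polarization signal.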
Caspase-1 inhib: blocks human caspase-1 allosterically or competitively. P29466. Caspase-1 enzyme, Ac-WEHD-AFC fluorogenic rate. Potency, µM (top dose mostly 57.5 µM), inactives show at the top dose activity change, negative = inhibition, usual class: inhibitors. 0.03% of 75,000 active. AID 900;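 note: potency is the fitted concentration of half-maximal effect; plate controls were vehicle for no effect and no substrate for full effect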
The depositor's hits bear a star; [ ] = dose if it differs, or a comment. Unless noted, calls come from the whole dose curve; as a rule, active = well fitted curve in the direction sought with a large enough effect; inconclusive = small, poorly fitted or top-dose-only effect, or another doubt; inactive = no such curve, though single readings can be large; an effect the other way counts as inactive or inconclusive.

`CC(C)(C)NC(=O)C(OC(=O)Cn1nnc(-c2ccc(F)cc2)n1)c1ccncc1` (stereo unspecified) gave HEK293 cAMP ctrl 1%, Luciferase inh 4%, USP2a inh -28%, Casp7 inh 0%, CRE Fsk mod 0%, ERK AVP block 9%, BRCT inh red -0.2%, Tau filament bind -4%, A350 fluor inactive, BRCT inh green -0.8% and Caspase-1 inhib 2%.
Screening COC(=O)CSc1nc2cc3c(cc2cc1C#N)OCO3 returned HEK293 cAMP ctrl 12%, Luciferase inh 0%, USP2a inh 4%, Casp7 inh -11%, CRE Fsk mod inconclusive, ERK AVP block -13%, BRCT inh red -5.2%, Tau filament bind 0%, A350 fluor 2.1e-07M*, BRCT inh green -1.2% and Caspase-1 inhib -6%.
For CCOc1ccc2[nH]c(=O)c(CN(CCOC)C(=O)N3CCOCC3)cc2c1 the results were HEK293 cAMP ctrl 2%, Luciferase inh -2%, USP2a inh 24%, Casp7 inh -4%, CRE Fsk mod 7%, ERK AVP block -2%, BRCT inh red -1.3%, Tau filament bind -8%, A350 fluor 2.4e-07M*, BRCT inh green -3.5% and Caspase-1 inhib 2%.
COC(=O)c1ccc(S(=O)(=O)NCc2cccc(OC)c2)n1C was read as HEK293 cAMP ctrl 3%, Luciferase inh 0%, USP2a inh -2%, Casp7 inh 1%, CRE Fsk mod -8%, ERK AVP block 2%, BRCT inh red 1.2%, Tau filament bind 0%, A350 fluor inactive, BRCT inh green -1.6% and Caspase-1 inhib 3%.
O=C(NC1CCN(Cc2ccccc2)CC1)c1ccc(-n2c(=O)c(=O)[nH]c3ccccc32)cc1 was read as HEK293 cAMP ctrl -19%, Casp7 inh 0%, BRCT inh red -2.9%, BRCT inh green -1.9% and Caspase-1 inhib inconclusive.
For O=C(CC(c1ccccc1O)N1CCCCC1)N1CCCCC1 (stereo unspecified) the results were HEK293 cAMP ctrl 14%[11.4 µM], Luciferase inh 3%, USP2a inh 2%[7.66 µM], Casp7 inh -2%, CRE Fsk mod inconclusive, ERK AVP block -16%, BRCT inh red -0.4%, Tau filament bind 16%[11.4 µM], BRCT inh green -0.8% and Caspase-1 inhib -1%.
For O=C(Oc1ccc2c(c1)OCO2)c1ccc(Br)c(S(=O)(=O)N2CCOCC2)c1 the results were HEK293 cAMP ctrl 8%, Luciferase inh 2%, USP2a inh 27%, Casp7 inh 0%, CRE Fsk mod -1%, ERK AVP block inconclusive, BRCT inh red 0.5%, Tau filament bind -6%, A350 fluor inactive, BRCT inh green -1.4% and Caspase-1 inhib -2%.
For Cc1cc(NC(=O)c2cc(-c3ccccc3)on2)n(-c2ccccc2)n1 the results were HEK293 cAMP ctrl 15%, Luciferase inh -2%, USP2a inh 8%, Casp7 inh 0%, CRE Fsk mod inconclusive, ERK AVP block -2%, BRCT inh red 0.8%, Tau filament bind 64%, A350 fluor inactive, BRCT inh green -0.8% and Caspase-1 inhib -1%.
`Cc1ccc(-c2nc(CSCC(=O)NCCN3CCN(Cc4ccccc4)CC3)c(C)o2)cc1` gave HEK293 cAMP ctrl inconclusive, Luciferase inh -5%, USP2a inh 16%, Casp7 inh -2%, CRE Fsk mod -12%, ERK AVP block 11%, BRCT inh red 0.0%, Tau filament bind 6%, A350 fluor inactive, BRCT inh green 0.2% and Caspase-1 inhib 0%.
Screening CCOC(=O)C1=C(C)NC(=O)NC1c1cccnc1 (stereo unspecified) returned HEK293 cAMP ctrl 6%[11.4 µM], Luciferase inh 1%, USP2a inh 1%[7.66 µM], Casp7 inh -1%, CRE Fsk mod inconclusive, ERK AVP block 5%, BRCT inh red -0.6%, Tau filament bind 0%[11.4 µM], BRCT inh green -3.3% and Caspase-1 inhib -2%.
Screening COc1ccc2c(c1)OCc1c-2oc2cc(OC)ccc12 returned USP2a inh inconclusive, Casp7 inh -3%, ERK AVP block -12%, BRCT inh red -1.0%, BRCT inh green -0.5%[3.08 µM] and Caspase-1 inhib -3%.
For COc1ccccc1OCCCc1c(C)n[nH]c1C the results were HEK293 cAMP ctrl 7%, Luciferase inh 2%, USP2a inh 0%, Casp7 inh 2%, CRE Fsk mod 20%, ERK AVP block -11%, BRCT inh red 0.1%, Tau filament bind -12%, BRCT inh green -1.0% and Caspase-1 inhib -2%.
For CCN1CCN(Cc2nc3c(c(=O)n(C)c(=O)n3C)n2C(C)C(C)=O)CC1 (stereo unspecified) the results were HEK293 cAMP ctrl 12%, Luciferase inh 4%, USP2a inh 7%, Casp7 inh -5%, CRE Fsk mod -2%, ERK AVP block 13%, BRCT inh red 0.3%, Tau filament bind -24%, A350 fluor inactive, BRCT inh green -3.9% and Caspase-1 inhib 0%.
For Cc1cccc(-c2nc(CN3CCCC(C(=O)NC4CCCC4)C3)c(C)o2)c1 (stereo unspecified) the results were HEK293 cAMP ctrl inconclusive, Luciferase inh -3%, USP2a inh 21%, Casp7 inh -1%, CRE Fsk mod -11%, ERK AVP block 7%, BRCT inh red -0.5%, Tau filament bind 13%, A350 fluor inactive, BRCT inh green -0.6% and Caspase-1 inhib 5%.
Screening CCn1nnc(NC(=O)COc2ccc(C3CCCCC3)cc2)n1 returned HEK293 cAMP ctrl 2%, Luciferase inh 5%, USP2a inh -2%, Casp7 inh -1%, CRE Fsk mod 5%, ERK AVP block -1%, BRCT inh red -2.8%, Tau filament bind -4%, A350 fluor inactive, BRCT inh green -1.9% and Caspase-1 inhib -1%.
CC(NC(=O)Cc1cccs1)C(c1cccs1)N1CCOCC1 (stereo unspecified) was read as HEK293 cAMP ctrl 9%, Luciferase inh -2%, USP2a inh 18%, Casp7 inh -2%, CRE Fsk mod -5%, ERK AVP block 11%, BRCT inh red -2.2%, Tau filament bind -7%, A350 fluor inactive, BRCT inh green 1.0% and Caspase-1 inhib -2%.
For COC(=O)NC(/C=C/c1ccco1)[C@@]1(C(=O)OC)CCCC1=O (stereo partly specified) the results were HEK293 cAMP ctrl 2%[11.4 µM], Casp7 inh -1%[11.5 µM], ERK AVP block 25%[11.5 µM], BRCT inh red -1.5%[15.4 µM], BRCT inh green -7.0%[15.4 µM] and Caspase-1 inhib -2%[11.5 µM].
`COc1ccc(C(=O)NCC(c2cccnc2)N2CCN(c3ccc(F)cc3)CC2)cc1OC` (stereo unspecified) gave HEK293 cAMP ctrl 2%, Luciferase inh -2%, Casp7 inh 1%, CRE Fsk mod -8%, BRCT inh red 0.7%, Tau filament bind 8%, BRCT inh green -1.2% and Caspase-1 inhib -3%.
COc1oc(-c2ccccc2)nc1C(F)(F)F was read as HEK293 cAMP ctrl 15%, Luciferase inh 2%, USP2a inh 2%, Casp7 inh 0%, CRE Fsk mod inconclusive, ERK AVP block -10%, BRCT inh red 0.3%, Tau filament bind -5%, A350 fluor inactive, BRCT inh green -0.4% and Caspase-1 inhib 0%.
`Cc1ccc(S(=O)(=O)N(CC(=O)N2CCC(C(N)=O)CC2)c2cccc(C(F)(F)F)c2)cc1` gave HEK293 cAMP ctrl 19%, Luciferase inh 2%, USP2a inh 32%[activator], Casp7 inh 2%, CRE Fsk mod -2%, ERK AVP block -15%, BRCT inh red -0.7%, Tau filament bind 5%, BRCT inh green -1.6% and Caspase-1 inhib 3%.
Screening O=C(Cn1nnc(-c2ccccc2)n1)N1CCN(S(=O)(=O)c2ccc(Cl)cc2)CC1 returned HEK293 cAMP ctrl 18%, Luciferase inh 1%, USP2a inh 36%[activator], Casp7 inh -1%, CRE Fsk mod -11%, ERK AVP block 3%, BRCT inh red 2.8%, Tau filament bind 14%, A350 fluor inactive, BRCT inh green -3.7% and Caspase-1 inhib -3%.
O=C(c1cn[nH]c1)c1cc(F)ccc1O was read as HEK293 cAMP ctrl -2%, Luciferase inh 1%, USP2a inh 9%, Casp7 inh 0%, CRE Fsk mod -11%, ERK AVP block 14%, BRCT inh red -0.7%, Tau filament bind -15%, A350 fluor inactive, BRCT inh green -1.7% and Caspase-1 inhib 1%.
O=c1[nH]c(CN2CCN(Cc3ccccc3)CC2)nc2sc3c(c12)CCC3 was read as HEK293 cAMP ctrl 9%, Luciferase inh 4%, USP2a inh 7%, Casp7 inh -7%, CRE Fsk mod inconclusive, ERK AVP block -8%, BRCT inh red -1.4%, Tau filament bind 5%, A350 fluor 1.4e-08M*, BRCT inh green 1.0% and Caspase-1 inhib -7%.
Screening COc1ccc(C2NC(=O)NC(C)=C2C(=O)Nc2cc(C)ccc2C)cc1OC (stereo unspecified) returned HEK293 cAMP ctrl 5%, Luciferase inh 1%, USP2a inh 5%, Casp7 inh 0%, CRE Fsk mod -3%, ERK AVP block -4%, BRCT inh red 0.0%, Tau filament bind 13%, BRCT inh green -1.0% and Caspase-1 inhib -1%.
